From PubChem
CHX counter: affects cycloheximide protein synthesis inhibition readout, counter-screen; max response, %; hit rate 12% among 300,000; cell reporter, cycloheximide protein synthesis inhibition counterscreen; in the data active = max response mostly above about 13%, no sharp cut-off; inactive = mostly below about 14%; also: read at 38.3 µM for the half of the compounds with a filed dose; 0% is about no effect
Shiga inhibitor: blocks Shiga toxin action in Vero cells; Vero cells, Shiga toxin protein synthesis inhibition reporter; inhibition, % at 38.7 µM; hit rate 9.2% among 290,000; AID 2315; in the data active = inhibition mostly above about 28%, no sharp cut-off; inactive = mostly below about 43%; also: 0% is about no effect
Pf growth 48h: inhibits P. falciparum growth in the first generation, 48 h; AID 504832; hit rate 5.9% among 310,000; Potency, µM (doses to about 28.7 µM), inactives show top-dose activity change, negative = inhibition, usual class: inhibitors; P. falciparum luciferase growth in erythrocytes, 48 h; also: potency is read from the fitted curve at half-maximal effect; % is scaled to controls: 0 for no effect and ±100 for the full control effect
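Parasite viability was followed by luminescence of a genomically integrated firefly luciferase. Cultures held 0.1% parasitemia at 2% hematocrit (final), incubated under 5% CO2 at 37 C.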
HCV inhibitor: blocks hepatitis C virus. AID 651820. Huh7.5.1 HCVcc-Cre infection, luciferase reporter, 44 h. hit rate 3.4% among 340,000. Potency, µM (series often up to 41.8 µM), inactives show at the highest dose activity change, negative = inhibition, most hits filed as inhibitors; also: potency is read from the fitted curve at half-maximal effect; % is scaled to controls: 0 for no effect and ±100 for the full control effect
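Infectious HCVcc-Cre (~0.5 moi) was added to cells just after compound, with cells seeded 4 h earlier at 1,000 per well. Luciferase activity after 44 h culture reported infection; substrate was incubated 15 min at room temperature before reading.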
Pf growth 96h: inhibits malaria parasite growth, 96 h; P. falciparum luciferase reporter growth, 96 h; AID 504834; Potency, µM (titrated, usually from 28.7 µM), without a hit: at the highest dose activity change, negative = inhibition, usual class: inhibitors; hit rate 6.9% among 320,000; also: potency is read from the fitted curve at half-maximal effect; % is scaled to controls: 0 for no effect and ±100 for the full control effect
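Readout is luminescence from an integrated firefly luciferase in P. falciparum. Red cells, 2% hematocrit and 0.05% parasitemia final, were cultured with compound through two parasite generations (96 hours) at 37 C, 5% CO2.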
FBPA Giardia inh: blocks Giardia fructose-bisphosphate aldolase activity. A8B2U2. hit rate 0.71% among 290,000. Potency, µM (doses to about 59.6 µM), for the others: at the highest dose activity, negative = inhibition, usual class: inhibitors. purified Giardia FBPA; also: potency is read from the fitted curve at half-maximal effect; % is scaled to controls: 0 for no effect and ±100 for the full control effect; nearly all actives have a fitted effect of over 55% in size
Target sequence (A8B2U2 whole entry, looked up): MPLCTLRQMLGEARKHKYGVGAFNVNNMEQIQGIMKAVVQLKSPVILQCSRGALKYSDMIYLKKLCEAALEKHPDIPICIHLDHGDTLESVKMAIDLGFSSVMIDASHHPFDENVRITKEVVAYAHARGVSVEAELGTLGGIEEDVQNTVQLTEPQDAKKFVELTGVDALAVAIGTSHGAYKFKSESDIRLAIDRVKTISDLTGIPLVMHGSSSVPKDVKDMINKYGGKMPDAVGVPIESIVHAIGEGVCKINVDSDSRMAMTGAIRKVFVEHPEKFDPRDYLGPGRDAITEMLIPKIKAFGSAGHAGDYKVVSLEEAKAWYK
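Giardia FBPA (40 nM reagent) was preincubated 10 min at RT with compound (up to 57.5 uM final), then substrate plus GAPDH/TPI/NAD/arsenate coupling system with diaphorase/resazurin was added; resorufin fluorescence (525/598 nm) was read after 20 min.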
* = called active by the depositor; ? = inconclusive; . = no result given; [ ] = remark or other dose. Unless noted, calls follow the shape of the dose curve; as a rule, active = well fitted curve in the direction sought with a large enough effect; inconclusive = small, poorly fitted or top-dose-only effect, or another doubt; inactive = no such curve, though single readings can be large; an effect the other way counts as inactive or inconclusive. Rows are unselected; about 24% have a hit in one of these screens.

Values run as follows: CHX counter | Shiga inhibitor | Pf growth 48h | HCV inhibitor | Pf growth 96h | FBPA Giardia inh
- C#CCOCCOCCOCCNc1nc(N2CCN(C(=O)CCCCCCCCCCNC(=O)[C@H]([C@@H](C)CC)n3cc(CCCCN=C(N)N)nn3)CC2)nc(N2CCN(C(=O)CCCCCCCCCCNC(=O)[C@H](CCCCN)n3cc(C)nn3)CC2)n1
  . | . | 3.7µM* | ? | 4.65µM* | .
- Clc1ccc(-c2cc(CSc3cccc(Cl)c3)on2)cc1
  -0.5 | 3.5 | 84.1%[activator] | 8.5% | 4.2% | -5.2%
- CCN(C(C)=O)N(CC)c1nc(Cl)nc(NC(C)C)n1
  -2.8 | -10.2 | -16.0% | 17.5% | ? | 4.8%
- CC(C)=CCN1CCN(Cc2cc(CC(C)C)n[nH]2)CC1CCO (stereo unspecified)
  -0.7 | -8.1 | -18.0% | 20.8% | 12.7% | 4.9%
- Cc1ccc(S(=O)(=O)N2CCN(CC3CC4C=CC3C4)CC2)cc1 (stereo unspecified)
  -4.6 | -6.9 | -3.2% | 11.7% | 23.4% | ?
- O=C(NCc1ccccc1)C(c1ccco1)N(C(=O)c1csnn1)c1ccccc1F (stereo unspecified)
  -6.5 | -4.2 | -3.2% | -2.7% | 2.0% | 6.2%
- COc1ccccc1N1CCN(S(=O)(=O)c2ccc3c4c(cccc24)C(=O)N3)CC1
  -3.6 | -9.4 | ? | 8.9% | ? | -14.3%
- COc1ccc(CNC(=O)Cn2ccc(N)nc2=O)cc1
  . | . | 37.4%[activator] | ? | 36.4%[activator] | .
- O=S(=O)(NC1CCCCC1)c1ccc(Br)s1
  -1.4 | -6.4 | 9.6% | 6.2% | 11.4% | 0.3%
- Cc1ccc(C(=O)N2CCCCCC2)cc1Br
  10.4 | 20.5 | -2.4% | 6.8% | . | 1.3%
- CC(C)(C)c1cc(C(C)(C)C)cc(S(=O)(=O)CCc2ccccn2)c1
  -2.5 | -8.5 | . | -3.6% | ? | 1.8%
- O=C(CSc1nc2ccccc2o1)NCc1ccco1
  -1.3 | 1.3 | 14.1% | 23.0% | ? | -3.8%
- NC(=O)c1cc(N=Nc2c(N)[nH]n(-c3c(Cl)cc(Cl)cc3Cl)c2=O)ccc1Cl
  -3.2 | -10.0 | 1.5% | -2.1% | 32.8%[activator] | 5.3%
- Cn1c(=O)c2c(nc(N3CCOCC3)n2CCc2ccccc2)n(C)c1=O
  -1.5 | 13.4 | -5.3% | 6.8% | 5.9% | 2.0%
- CC(C)NS(=O)(=O)c1ccc(Br)c(C(=O)OC(C)C(=O)NC2CCCCC2C)c1 (stereo unspecified)
  . | . | ? | ? | 5.7% | .
- CC(C)Cc1ccc(C#N)c(SCC(N)=O)n1
  -3.7 | -2.4 | . | -14.9% | 244.9%[activator] | -1.1%
- O=P(O)(O)COc1ccccc1P(=O)(c1ccccc1)c1ccccc1
  -2.9 | -20.8 | 8.4% | -5.0% | -16.9% | 26.7%
- C[C@H](NC(=O)N1CCn2c1nc1ccccc12)C(=O)NC1CC1
  2.6 | 14.0 | -10.9% | 18.7% | -22.7% | .
- COc1cccc(CNC(=O)CSc2nnc3c(n2)[nH]c2ccc(OC)cc23)c1
  -6.9 | -16.4 | -9.4% | -20.2% | 30.2%[activator] | 13.4%
- CCN1CCN(CCC(=O)Nc2ccccc2C)CC1
  -0.3 | -3.2 | -1.9% | -14.4% | 7.8% | 6.3%
- CCOC(=O)CCNC(=O)c1ccccc1Br
  3.2 | 31.9 | 35.0%[activator] | 0.2% | 4.4% | 0.0%
- CC1Sc2ccc(S(=O)(=O)NCCc3ccccc3)cc2NC1=O (stereo unspecified)
  -4.6 | -3.9 | 24.8% | -9.8% | 68.3%[activator] | .
- Cc1c([N+](=O)[O-])cc(C(=O)N2CCOCC2)cc1[N+](=O)[O-]
  -4.9 | 14.4 | ? | 2.6% | ? | 1.1%
- Cn1cc([N+](=O)[O-])c(C(=O)N/N=C/c2ccncc2)n1
  1.4 | -3.8 | ? | -6.2% | 31.3%[activator] | .
- Cc1sc2nc(SCC(=O)N(CCO)CCO)n(C3CCCCC3)c(=O)c2c1C
  -4.0 | -15.8 | . | 0.9% | ? | 2.3%
- Clc1ccc(SCCOCCN2CCc3ccccc3C2)cc1
  -1.8 | 17.4 | -8.6% | -5.7% | -48.7%[1.15 µM] | -8.9%
- CC1(C)CC(=O)C=C(Nc2ccc(F)c(Cl)c2)C1
  -5.8 | -3.7 | -1.3% | 2.9% | 13.6% | 1.0%
- CCCOc1ccc(C(=O)CCC(=O)NNC(=O)Cn2nc(C)cc2C)cc1
  . | . | 24.3% | 4.9% | 8.9% | .
- Cc1cccn2c(=O)c(/C=C(\C#N)C(=O)NCc3ccco3)c(N3CCCCCC3)nc12
  22.8 | 31.9 | ? | ? | ? | -5.4%
- O=C(c1cccc(C(F)(F)F)c1)N1CCC(O)(CS(=O)(=O)Cc2ccc(Cl)cc2)CC1
  0.6 | -11.7 | ? | -1.5% | ? | 11.4%

Full records from above:
`Cn1cc([N+](=O)[O-])c(C(=O)N/N=C/c2ccncc2)n1` as listed: CHX counter: 1.4; Shiga inhibitor: -3.8; Pf growth 48h: ?; HCV inhibitor: -6.2%; Pf growth 96h: 31.3%[activator]; FBPA Giardia inh: .
`CC(C)(C)c1cc(C(C)(C)C)cc(S(=O)(=O)CCc2ccccn2)c1` as listed: CHX counter: -2.5; Shiga inhibitor: -8.5; Pf growth 48h: .; HCV inhibitor: -3.6%; Pf growth 96h: ?; FBPA Giardia inh: 1.8%

(further entries)
Values run as follows: CHX counter | Shiga inhibitor | Pf growth 48h | HCV inhibitor | Pf growth 96h | FBPA Giardia inh
- CC1CCCCC1NC(=O)CCS(=O)(=O)c1cccc2nonc12 (stereo unspecified)
  9.5 | -17.6 | -5.5% | 9.3% | 20.8% | 2.3%
- COc1cccc(NC(=O)c2ccc3c(c2)N(CC(=O)N2CCCCC2)C(=O)C(C)(C)O3)c1
  1.7 | 2.9 | -14.4% | -17.0% | 32.9%[activator] | -12.2%
- O=c1cc(NCc2ccc3c(c2)OCO3)[nH]c(=O)n1-c1ccc(Cl)cc1
  2.9 | 1.5 | -14.7% | 3.6% | 14.5% | -2.2%
- CCc1cc(=O)oc2c3c(cc(OCC(=O)NCCCC(=O)O)c12)OC(C)(C)CC3
  -2.3 | 1.1 | ? | 11.0% | ? | 6.7%
- O=C(COC(=O)CCSc1ccccc1Cl)NCc1ccco1
  6.3 | -2.4 | 3.2%[5.75 µM] | 5.4% | 89.9%[activator] | 3.4%
- COc1ccc(NC(=O)CCS(=O)(=O)c2ccc(OC)cc2)cc1
  0.6 | -4.8 | 5.1% | -15.2% | ? | -14.7%
- Nc1c(C(=O)Nc2ccccc2)nnn1-c1ccc2c(c1)OCCO2
  34.0* | 73.8* | 76.4%[activator] | ? | -1.8% | -6.9%
- N/C(CC(=O)Nc1ccc(F)cc1F)=N\OC(=O)c1cccs1
  -2.3 | 12.5 | 0.7% | 19.9% | 0.0% | 6.0%
- Cc1ccc(Nc2ncnc3nc[nH]c23)cc1Cl
  50.0* | 63.5* | . | -0.6% | -11.2% | 0.2%
- CN=C(Cc1ccccc1)C1=C(O)CC(C)(C)CC1=O
  -2.9 | -8.4 | -4.2% | 17.7% | -10.6% | 0.7%
- CCn1c(SCC(=O)N2CCc3ccccc32)nnc1-c1ccco1
  -3.5 | -5.7 | -13.7% | 0.7% | ? | -17.9%
- COC1=C(OC)C(=O)C(C/C=C(\C)CC/C=C(\C)CC/C=C(\C)CC/C=C(\C)CC/C=C(\C)CC/C=C(\C)CC/C=C(\C)CC/C=C(\C)CC/C=C(\C)CCC=C(C)C)=C(C)C1=O
  -4.7 | -5.1 | -6.4% | . | -1.5% | 4.7%
- Cc1nn(-c2ccccc2)c(C)c1C(=O)Oc1ccccc1
  35.5* | 58.5* | 51.0%[activator] | 1.4% | 53.6%[activator] | -7.2%
- CS(=O)(=O)N(CC(=O)NCC1CCCO1)c1ccc(F)c(Cl)c1 (stereo unspecified)
  0.9 | -18.0 | 21.1% | 2.8% | . | 3.8%
- Cc1nnc(NC(=O)C2CCCCC2)s1
  7.0 | -9.5 | 22.8% | 2.0% | . | 5.8%
- COc1ccc(CNC(=O)CC23CC4CC(CC(C4)C2)C3)cc1OC
  12.6 | 18.4 | -1.4% | -14.1% | 0.3% | -4.7%
- Oc1c(Br)cc(/C=N/n2c(-c3ccccc3)n[nH]c2=S)c(O)c1Br
  3.1 | -10.3 | -3.0% | 6.1% | ? | -20.3%
- NC(=O)C1CCN(CCS(=O)(=O)c2ccc(Cl)cc2)CC1
  0.7 | -3.5 | 9.7% | 1.3% | 8.3% | 5.4%
- Cc1ccc(OCC(=O)NCCNC(=O)c2cccnc2)cc1C
  -2.9 | -5.2 | 2.2% | 1.0% | 36.1%[activator] | 3.1%
- Fc1ccc(-c2csc3ncnc(N4CCc5ccccc5C4)c23)cc1
  5.1 | -5.2 | ? | ? | ? | 1.3%
- Cc1cc2oc(C(=O)NCc3ccc4c(c3)OCO4)c(C)c2cc1C
  2.3 | 5.9 | 17.8% | ? | 51.8%[activator] | 3.2%
- COc1ccc(N2CCN(C(=O)COC(=O)Cc3c(F)cccc3Cl)CC2)cc1
  . | . | ? | -9.0% | -3.6% | .
- CCn1c(SCC(=O)N/N=C/C=C\c2ccco2)nc2ccccc21
  5.0 | -1.4 | 18.5% | -7.3% | -13.3% | -23.4%
- COc1ccccc1NS(=O)(=O)c1cccc(C(=O)NN=C2CCCC2)c1
  1.7 | 25.9 | -15.3% | 2.4% | -12.9% | -13.4%
- CCCc1ccc(OCC(O)CN2CCCC2)cc1 (stereo unspecified)
  -0.8 | -4.2 | -6.5% | ? | 11.2% | ?
- COc1ccc(CCNC(=O)C2CC(c3ccc(C(F)(F)F)cc3)=NO2)cc1 (stereo unspecified)
  -4.9 | -11.8 | 39.4%[activator] | -5.3% | 78.3%[activator] | 2.7%
- Cc1ccc(N2CCN(S(=O)(=O)c3ccc(-n4cnnn4)cc3)CC2)c(C)c1
  -2.2 | -6.1 | 7.6% | 12.7% | -2.1% | .
- COc1ccc(NC(=O)C/C(C)=N/NC(=O)c2cnccn2)cc1
  28.0* | 98.9* | 10.8% | 10.3% | 34.6%[activator] | -8.8%
- COc1ccc(C)cc1NC(=O)c1sc2nc(C)nc(N3CCOCC3)c2c1C
  -7.0 | -13.3 | ? | ? | ? | .
- COc1ccc(CCNC(=S)NC(=O)c2cc(OC)c(OC)c(OC)c2)cc1OC
  -1.9 | -1.8 | ? | ? | ? | -5.4%

New compounds follow
Values run as follows: CHX counter | Shiga inhibitor | Pf growth 48h | HCV inhibitor | Pf growth 96h | FBPA Giardia inh
- Cc1cc(C(F)(F)F)n(-c2nc(C(=O)N/N=C/c3ccc(F)cc3)cs2)n1
  -5.8 | -3.8 | -4.1% | ? | 39.3%[activator] | -0.3%
- COc1ccccc1NC(=O)C1=C(C)Nc2nc(-c3ccccc3)nn2C1c1ccccn1 (stereo unspecified)
  0.9 | -15.5 | . | -0.6% | ? | -4.4%
- CCOC(=O)C1=C(COC(=O)C(CC)c2ccccc2)NC(=O)NC1C (stereo unspecified)
  . | . | 2.8% | 1.8% | 10.6% | .
- N/C(=N/[N+](=O)[O-])N1CCN(C(=O)c2ccc(Cl)cc2)CC1
  -1.7 | -10.4 | 0.0% | -4.8% | 37.0%[activator] | 4.5%
- O=C(c1n[nH]c(=O)c2ccccc12)N1CCC2(CC1)OCCO2
  4.8 | -15.8 | -27.5% | 5.2% | -9.3% | 7.5%
- Cc1nc2oc3ccccc3c(=O)c2cc1C(=O)O
  0.5 | 17.3 | 40.1%[activator] | 6.9% | 31.6%[activator] | 11.6%
